# Screening data: PubChem BioAssay, National Center for Advancing Translational Sciences (NCATS)
# Sm TGR inh: S. mansoni TGR enzyme inhibition | Potency, µM (highest dose often 114 µM), for inactives: top-dose activity change, negative = inhibition, usual class: inhibitors | Q962Y6 | hit rate 3% among 360,000 | purified TGR, DTNB reduction, TNB absorbance 405 nm; note: potency is the fitted concentration of half-maximal effect; nearly all actives have a fitted effect of over 60% in size
#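 First, TGR (20 nM dispensed) and NADPH were mixed with compound. Second, a 15 min room-temperature incubation followed. Third, further NADPH and then DTNB were added to start the reaction. Finally, TNB absorbance was monitored kinetically.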
# HCV inhibitor: blocks hepatitis C virus; AID 651820; hit rate 3.4% among 340,000; Huh7.5.1 HCVcc-Cre infection, luciferase reporter, 44 h; Potency, µM (highest dose often 41.8 µM), inactives show at the top dose activity change, negative = inhibition, hits mostly inhibitors; note: potency is the fitted concentration of half-maximal effect
#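 A cell-based infection assay in which seeded cells (1,000 per well) receive test compound after 4 h, are inoculated with HCVcc-Cre at approximately 0.5 moi, and are incubated 44 h before luminescence detection.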
# AmpC detergent: AmpC beta-lactamase inhibition with detergent present. AmpC hydrolysis of nitrocefin, absorbance 480 nm, 0.01% Triton. Potency, µM (series often up to 114 µM), for inactives: at the highest dose activity change, negative = inhibition, actives largely listed as inhibitors. hit rate 0.041% among 370,000;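 note: potency is the fitted concentration of half-maximal effect; 0% = no-compound wells and -100% = no-enzyme wells; nearly all actives have a fitted effect of over 25% in size; some results filed as inactive show a strong effect at the top dose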
# Target sequence (P00811 whole entry, looked up): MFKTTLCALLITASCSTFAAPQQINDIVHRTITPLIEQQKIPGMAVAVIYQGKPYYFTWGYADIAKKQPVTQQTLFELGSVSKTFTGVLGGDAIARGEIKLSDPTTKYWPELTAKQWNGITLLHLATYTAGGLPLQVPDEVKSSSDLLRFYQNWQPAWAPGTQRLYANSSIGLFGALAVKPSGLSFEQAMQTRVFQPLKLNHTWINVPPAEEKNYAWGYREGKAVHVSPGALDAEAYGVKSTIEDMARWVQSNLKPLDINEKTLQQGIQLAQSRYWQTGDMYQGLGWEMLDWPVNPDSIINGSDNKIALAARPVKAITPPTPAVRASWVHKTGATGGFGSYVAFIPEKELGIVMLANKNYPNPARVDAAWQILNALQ
#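 AmpC (5.3 nM in the dispensed reagent) in 20 mM phosphate pH 7.0 with 0.01% (detergent screen) or 0.0001% Triton X-100 was preincubated with compounds for 15 min at room temperature. Nitrocefin was then added from an 800 uM solution, and hydrolysis was followed at 480 nm.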
# AmpC no deterg: AmpC beta-lactamase inhibition without detergent; P00811; AmpC nitrocefin hydrolysis, absorbance 480 nm, 0.0001% Triton; Potency, µM (doses to about 57.1 µM), for inactives: at the highest dose activity change, negative = inhibition, actives largely listed as inhibitors; hit rate 0.52% among 330,000;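 note: potency is the fitted concentration of half-maximal effect; plate controls were no compound for no effect and no enzyme for full effect; nearly all actives have a fitted effect of over 20% in size; some results filed as inactive show a strong effect at the top dose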
#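 20 mM phosphate pH 7.0 + 0.01% (detergent screen) or 0.0001% Triton X-100; 5.3 nM AmpC reagent; cpd preinc 15 min RT; nitrocefin (800 uM stock) to start; A480 q20 s × 4 min; Activity was normalised to no-enzyme and no-compound control wells.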
# Giardia FBPA inh: Giardia lamblia aldolase inhibition; hit rate 0.71% among 290,000; purified Giardia FBPA; Potency, µM (doses to about 59.6 µM), inactives show at the highest dose activity, negative = inhibition, actives largely listed as inhibitors; AID 2451; note: potency is the fitted concentration of half-maximal effect; nearly all actives have a fitted effect of over 55% in size
# Target sequence (A8B2U2 whole entry, looked up): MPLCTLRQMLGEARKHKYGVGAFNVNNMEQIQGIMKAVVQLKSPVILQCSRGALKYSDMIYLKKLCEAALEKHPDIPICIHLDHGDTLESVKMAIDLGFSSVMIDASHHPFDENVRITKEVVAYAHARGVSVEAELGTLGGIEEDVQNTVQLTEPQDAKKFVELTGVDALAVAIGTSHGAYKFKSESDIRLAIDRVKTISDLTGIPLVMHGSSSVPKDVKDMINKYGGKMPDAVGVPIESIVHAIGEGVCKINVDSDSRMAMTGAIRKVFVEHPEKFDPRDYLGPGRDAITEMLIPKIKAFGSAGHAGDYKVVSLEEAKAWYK
#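 40 nM FBPA preincubated 10 min at RT with compound (up to 57.5 uM final), then substrate plus GAPDH/TPI/NAD/arsenate coupling and diaphorase/resazurin added. Fluorescence read after 20 min at RT, 525/598 nm.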
# HCMV antiviral: blocks human cytomegalovirus replication; HFF cells, HCMV-luciferase reporter, 72 h; active compounds read low; activity change, negative = inhibition, % at 57.5 µM; hit rate 4.5% among 410,000; in the data active = activity change below about -60%; inconclusive = no clear call, values can overlap the other calls; inactive = above about -39%
#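 After 16 h attachment at 37C, HFF cells received test compound and HCMV-luciferase (1 PFU/cell); reporter luminescence read 72 h later, data normalized against buffer-only and known inhibitor Salinomycin.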
# * hit, by the source's call; u = inconclusive; x = not tested or not shown; & = joins results of further samples; [ ] = remark or other dose. Unless noted, calls come from the whole dose curve; as a rule, active = well fitted curve in the direction sought with a large enough effect; inconclusive = small, poorly fitted or top-dose-only effect, or another doubt; inactive = no such curve, though single readings can be large; an effect the other way counts as inactive or inconclusive. Unless noted, % is set by controls: 0 for no effect and ±100 for the full control effect. An unsorted share of the library, and some 9.9% of all compounds hit somewhere here.
(1) CCc1ccc(OCCn2c(C3CC(=O)N(Cc4ccc(F)cc4)C3)nc3ccccc32)cc1 (stereo unspecified)
(2) COc1cccc(OC)c1OCC(O)CN1CCN(c2ccc(F)cc2)CC1 (stereo unspecified)
(3) CC1(C)Cc2c(sc(NC(=O)c3ccc(C(=O)c4ccccc4)cc3)c2C#N)C(C)(C)N1
(4) Cc1ccccc1CCNC(=O)C1CCC(=O)N(CCc2cccc(F)c2)C1 (stereo unspecified)
(5) Cc1cc(N2CCCCC2)nc2ccc(NC(=O)c3cccc(F)c3)cc12
(6) COCCN1C(=O)c2ccccc2C(C(=O)NCC2CCCO2)C1c1c[nH]c2ccccc12 (stereo unspecified)
(7) CCOc1cc(/C=C2\N=C(SC(C)C(N)=O)N(c3ccc(OC(F)F)cc3)C2=O)ccc1O (stereo unspecified)
(8) CCOc1ccccc1Nc1nnc(SCC(=O)Nc2nc(-c3ccc(OC)cc3)cs2)s1
Assay by compound	1	2	3	4	5	6	7	8
Sm TGR inh	3%	9%	3%	-16%	1%	-13%	u	x
HCV inhibitor	x	-10%	-23%	1%	x	13%	u	-15%
AmpC detergent	10%	-4%	-5%	-12%	16%	-16%	3%	3%
AmpC no deterg	x	47%	65%[activator]	148%[activator]	x	30%	-18%	-27%
Giardia FBPA inh	x	-26%	x	4%	x	2%	x	-1%
HCMV antiviral	-105*	-39	-10	44	-80*	12	-62*	1

(9) Cc1ccn2cc(-c3ccc(O)c(O)c3)nc2c1
(10) C=CCSc1nnc(CC(OC)OC)n1-c1ccccc1
(11) O=C(NCCc1ccccc1)C(=O)Nc1ccc2c(c1)OCCO2
(12) COc1ccccc1N1CC(C(=O)Nc2nnc(SCC(=O)NCC3CCCO3)s2)CC1=O (stereo unspecified)
(13) Nc1nnc(SCC(=O)OCC(=O)Nc2ccc(Br)cc2F)s1
(14) O=C(NCCNC(=O)c1cc(Cl)ccc1Cl)c1cnccn1
(15) C=CCOn1c(=O)c(-c2ccc(OC)cc2)[n+]([O-])c2ccccc21
(16) NNC(=O)c1cc(C2CC2)nc2ccc(Br)cc12
Assay by compound	9	10	11	12	13	14	15	16
Sm TGR inh	u	-1%	3%	-3%	7%	6%	-5%	7%
HCV inhibitor	-27%	23%	7%	11%	8%	13%	3%	u
AmpC detergent	-1%	-1%	-4%	7%	2%	0%	u	-1%
AmpC no deterg	-15%	0%	-13%	12%	-27%	-13%	-4%	-54%
Giardia FBPA inh	u	-12%	4%	x	-10%	0%	-4%	-4%
HCMV antiviral	28	33	28	4	13	29	u	u

(17) COc1ccc(CCCc2nnc(SCC(=O)Nc3cc(C)ccc3C)o2)cc1
(18) CC(=O)Nc1cc2c(s1)c1cnn(Cc3ccccc3F)c(=O)c1n2C
(19) Cc1cc(C)c(S(=O)(=O)Nc2ccc3c4c(cccc24)CC3)c(C)c1
(20) C/C(=C\c1ccccc1)C(=O)Nc1cc(C)on1
(21) Cc1ccc(C(=O)NCCCn2ccnc2)o1
(22) CCOc1cccc(-c2c(C(=O)N/N=C/c3cccnc3)nnn2-c2nonc2N)c1
(23) CNC(=O)NC(=O)CSc1nc2ccccc2n1CCOC
(24) Cc1ccc(-n2nc(C)c3c(C)cc(=O)n(CC(=O)Nc4ccc(Br)cc4F)c32)cc1
Assay by compound	17	18	19	20	21	22	23	24
Sm TGR inh	-3%&17%	2%	9%	18%	-7%[11.4 µM]	-5%	-5%	u
HCV inhibitor	-10%	x	u	u	5%	13%	10%	x
AmpC detergent	-6%&-14%	-3%	-5%	1%	u	-3%	-11%	14%
AmpC no deterg	7%	-16%	-40%	-23%	-11%	46%	-8%	x
Giardia FBPA inh	0%	x	-26%	3%	-1%	x	1%	x
HCMV antiviral	-9&-26	x	-100*	61	7	-27	44	14

(25) COc1cc(C)c(S(=O)(=O)Nc2ccc(CC(=O)O)cc2)cc1C
(26) Cc1ccc(N2C(=O)c3ccccc3C2=O)nc1
(27) N#CC(=C=[N-])c1nc2ccccc2nc1-[n+]1cccc(NC(=O)c2ccccc2)c1
(28) CC1CCCC(NC(=O)CCNC(=O)c2ccccc2Cl)C1C (stereo unspecified)
(29) Cn1cccc1C(=O)OCC(=O)NC(=O)NC1CCCCC1
(30) CCN(Cc1ccccc1)C(=O)COC(=O)CNC(=O)c1ccc(C)s1
(31) Cc1noc(C)c1COC(=O)c1ccc2c(c1)S(=O)(=O)c1ccccc1C2=O
(32) CC1CCCN(c2ccc(C(=O)NCc3cccs3)cn2)C1 (stereo unspecified)
Assay by compound	25	26	27	28	29	30	31	32
Sm TGR inh	6%	-28%	40µM*	-3%	-11%	12%	0%	-1%
HCV inhibitor	10%	14%	-8%	20%	5%	18%	-19%	u
AmpC detergent	-10%	3%	7%&-1%	-1%	4%	-1%	-8%	-14%
AmpC no deterg	-12%	-11%	-4%&-18%	-14%	-25%	-22%	-29%	-14%
Giardia FBPA inh	29%	-2%	-30%&-20%	x	4%	1%	0%	-8%
HCMV antiviral	u	61	u	17	67	-25	43	-2

(33) COc1ccc(Cn2nnc3c(=O)[nH]c(C4CCN(C(=O)c5ccc(C)cc5)CC4)nc32)cc1OC
(34) COc1cccc(/C=C/C(=O)OCC(=O)NCCCc2ccccc2)c1OC
(35) COc1ccc(C(=O)C2CCN(C(=S)NCC3CCCO3)CC2)cc1 (stereo unspecified)
(36) CC(NC(=O)c1ccc(OC2CCN(S(=O)(=O)N(C)C)CC2)cc1)C1CC1 (stereo unspecified)
(37) O=C(CCC(=O)Nc1ccc(F)cc1)N/N=C/c1ccc(O)cc1
(38) CCCCCCCc1n[nH]c(=S)n1Cc1ccccc1
(39) CCOC(=O)c1ccccc1NC1OC(=O)c2ccccc21 (stereo unspecified)
(40) CN(C)C=Nc1nc2ccccc2nc1N1CCCC1
Assay by compound	33	34	35	36	37	38	39	40
Sm TGR inh	-10%	x	1%	3%	0%	-4%	1%	40µM*
HCV inhibitor	x	12%	-24%	6%	10%	11%	5%	-11%
AmpC detergent	10%	x	6%	4%	0%	-1%	u	-14%
AmpC no deterg	x	-23%	1%	16%	-12%	-47%	127%[activator]	-7%[2.29 µM]
Giardia FBPA inh	x	x	3%	0%	-10%	7%	-2%	-6%
HCMV antiviral	-1	5	6	40	9	23	6	18

(41) O=C(CSc1nnnn1-c1ccccc1)Nc1ccc(N2CCOCC2)cc1
(42) CCOC(=O)C1CCN(C(=O)c2ccc(Br)o2)CC1
(43) C/C(=N\S(=O)(=O)c1ccc(C)cc1)NC(=S)Nc1ccccc1
(44) CCCCn1c(N)c(N(CCOC)C(=O)CSc2nnc(-c3ccncc3)n2CCC)c(=O)[nH]c1=O
(45) Cc1cc(C)cc(-n2nnc(-c3nc(-c4ccc5c(c4)OCO5)no3)c2C)c1
(46) COc1cccc(N2C(=NC(=O)C3CCCO3)SC3CS(=O)(=O)CC32)c1 (stereo unspecified)
(47) Cc1cc(N2CCC(C(=O)Nc3ccc(Cl)cc3)CC2)n2nc(C)c(-c3ccc(Cl)cc3)c2n1
(48) CCN1CCN(Cc2nc3cc(NC(=O)c4ccccc4[N+](=O)[O-])ccc3n2CC)CC1
Assay by compound	41	42	43	44	45	46	47	48
Sm TGR inh	4%	u	-33%	0%	13%	-8%	-2%	1%
HCV inhibitor	9%	12%	14%	u	x	13%	x	x
AmpC detergent	4%	5%	u	u	2%	6%	1%	5%
AmpC no deterg	-14%	-10%	-16%	-8%	x	-1%	x	x
Giardia FBPA inh	1%	0%	-19%	x	x	x	x	x
HCMV antiviral	4	9	-21	u	48	-6	6	-29

(49) O=c1cc2c(nn1Cc1cccc(Cl)c1)-c1ccccc1CC2
(50) Cc1cc(=O)oc2cc(OCCSc3nnc(-c4ccccc4)o3)ccc12
(51) CC1CCC(NC(=O)C2CCN(C(=O)Nc3ccccc3)CC2)CC1 (stereo unspecified)
(52) O=c1[nH]cnc2sc(-c3ccccc3)cc12
(53) CCCCN(C)CCCNC(=O)C1CC(=O)N(Cc2ccc(OC)cc2)C1 (stereo unspecified)
(54) CCOC(=O)CCC(NC(=O)c1ccc(NCN2C(=O)c3ccccc3C2=O)cc1)C(=O)OCC (stereo unspecified)
(55) O=C(O)CSc1nc2ccccc2n1C1CCCCC1
(56) Cn1c(SCC2CCCCC2)nnc1-c1ccncc1
Assay by compound	49	50	51	52	53	54	55	56
Sm TGR inh	-9%	-5%	-1%	-9%	0%	0%[11.4 µM]	0%	2%
HCV inhibitor	-21%	u	12%	26%	16%	14%	26%	-21%
AmpC detergent	-1%	-13%	0%	-5%	2%	-13%	3%	1%
AmpC no deterg	26%	-10%	-15%	-15%	x	15%	-20%	4%
Giardia FBPA inh	-4%	3%	x	2%	1%	0%	18%	4%
HCMV antiviral	-29	-25	5	29	-26	53	-10	-30

(57) CS(=O)(=O)c1ccc(-c2nnc(NC(=O)c3ccc(S(=O)(=O)N4CCCC4)cc3)o2)cc1
(58) CCOc1ccc(-c2nnc(NC(=O)CCCOc3cccc(C)c3)o2)cc1
(59) O=S(=O)(c1ccc(Cl)cc1)c1nc(-c2ccco2)oc1N1CCCCC1
(60) O=C(Cn1cnc2c(cnn2-c2ccccc2)c1=O)OCc1ccccc1
(61) COc1ccc(C(=O)Nn2c(SCC(=O)c3ccccc3)nc3ccccc3c2=O)cc1
(62) Cc1cc(C)n(CC(=O)NNC(=O)C2CC(=O)N(Cc3ccccc3Cl)C2)n1 (stereo unspecified)
(63) CCS(=O)(=O)N1Cc2ccccc2CC1C(=O)NCCc1ccccc1 (stereo unspecified)
(64) COc1cc(C2=NOC(C(=O)NCc3cccnc3)C2)cc(OC)c1OC (stereo unspecified)
Assay by compound	57	58	59	60	61	62	63	64
Sm TGR inh	-3%	-1%	14µM*	-7%	11%	-15%	-3%	-14%
HCV inhibitor	17%	u	u	-20%	u	7%	-3%	1%
AmpC detergent	u	4%	-2%	-14%	u	1%	-3%	-3%
AmpC no deterg	-20%	-25%	-26%	-19%	-30%	-12%	-3%	-2%
Giardia FBPA inh	x	-1%	x	4%	6%	x	2%	-1%
HCMV antiviral	-23	23	-23	-3	u	18	0	46

# Complete entries, looked up by structure. Order of values: Sm TGR inh, HCV inhibitor, AmpC detergent, AmpC no deterg, Giardia FBPA inh, HCMV antiviral
# Cc1cc(C)n(CC(=O)NNC(=O)C2CC(=O)N(Cc3ccccc3Cl)C2)n1 (stereo unspecified) as listed: -15%, 7%, 1%, -12%, x, 18
# CS(=O)(=O)c1ccc(-c2nnc(NC(=O)c3ccc(S(=O)(=O)N4CCCC4)cc3)o2)cc1 as listed: -3%, 17%, u, -20%, x, -23
# O=S(=O)(c1ccc(Cl)cc1)c1nc(-c2ccco2)oc1N1CCCCC1 as listed: 14µM*, u, -2%, -26%, x, -23
# CCOc1ccc(-c2nnc(NC(=O)CCCOc3cccc(C)c3)o2)cc1 as listed: -1%, u, 4%, -25%, -1%, 23
# CCS(=O)(=O)N1Cc2ccccc2CC1C(=O)NCCc1ccccc1 (stereo unspecified) as listed: -3%, -3%, -3%, -3%, 2%, 0
